Bioassay records deposited in PubChem BioAssay by Small Molecule Screening Facility, UW Madison.
PriA SSB inh = inhibitors of Klebsiella pneumoniae PriA binding to SSB C-terminal tail, primary screen, biochemical, AlphaScreen | PriA–SSB C-terminal tail interaction (Klebsiella pneumoniae) | AlphaScreen SSBct-PriA binding, biotinylated peptide | inhibition, % at 33 µM | actives 0.6% (n = 430,000); in the data active = inhibition mostly above about 37%, no sharp cut-off; inactive = mostly below about 20%;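 note: plate controls were negative control peptide for no effect and reference peptide for full effect; strong numbers were not always called active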
* hit, by the source's call; & = joins results of further samples.

SMILES	PriA SSB inh
COc1ccc(-c2cc(=O)n(CC(=O)N3CCN(CCc4ccccc4)CC3)cn2)cc1	-12
Cn1cc(C(=O)N2CCOCC2)cc(NC(=O)C2CCCCC2)c1=O	-7&2
COc1cccc2sc(N3CC(OC(=O)c4ccco4)C3)nc12	-11
CCNC(=O)N1CCC(S(=O)(=O)c2ccc(OC)cc2)CC1	-16
Cc1cc(=O)n2c(-c3cccc(NC(=O)C(C)Oc4cccc(F)c4)c3)csc2n1 (stereo not given)	-9
CC(NC(=O)c1cc([N+](=O)[O-])cc([N+](=O)[O-])c1)C12CC3CC(CC(C3)C1)C2 (stereo not given)	13
Cc1ccccc1C(=O)ON=C(c1ccccc1)c1ccccn1	-18
Cc1ccc(C)c(NC(=O)C(=O)NC[C@@H](c2ccc3c(c2)OCO3)N2CCOCC2)c1	1
O=C(Nc1nc(-c2ccc3c(c2)OCCO3)cs1)c1sc2ccccc2c1Cl	0
O=C(NCCC1=CCCCC1)C(=O)NCC1CCN(Cc2ccccc2)CC1	-7
COc1ccc(Br)cc1C(=O)NN=Cc1ccc([N+](=O)[O-])cc1	-7
Cc1ccc(C([O-])=C(C(=S)NCCN2CCOCC2)[n+]2ccccc2)cc1[N+](=O)[O-]	-9
CCc1ccccc1NC(=O)NCCNc1nc(C)cc(N(C)C)n1	3
O=C(CCSc1ccccc1)Nc1ccccc1Cc1nc(-c2cccs2)no1	-10
C=Cc1ccc(COC(=O)c2nnn(-c3cccc(F)c3)c2C)cc1	-22
Cc1ccc2cc(CCNC(=O)C(=O)c3cn(CC(=O)N4CCCC4)c4ccccc34)c(=O)[nH]c2c1C	4
CCc1cc2c(=O)c(-c3ccc4c(c3)OCCCO4)coc2cc1OS(C)(=O)=O	-10
O=C(NN=Cc1ccc(O)cc1)c1csc2c1CCCC2	0
CCCCc1ccc(S(=O)(=O)NN=C(C)c2ccncc2)cc1	-11
O=C(NCCn1nc(-c2ccc(F)cc2)ccc1=O)C1CCN(c2cc(-n3ccnc3)ncn2)CC1	-20

4 structures from above, arranged by molar mass, rising:
SMILES	PriA SSB inh
Cc1ccccc1C(=O)ON=C(c1ccccc1)c1ccccn1	-18
CCc1ccccc1NC(=O)NCCNc1nc(C)cc(N(C)C)n1	3
COc1ccc(Br)cc1C(=O)NN=Cc1ccc([N+](=O)[O-])cc1	-7
COc1ccc(-c2cc(=O)n(CC(=O)N3CCN(CCc4ccccc4)CC3)cn2)cc1	-12

Next records follow:
SMILES	PriA SSB inh
C=CCc1cccc(/C=N\NC(=O)Cn2nnc3ccccc32)c1O	-5
CCCc1nnsc1C(=O)NCc1ccc(C(=O)c2cccs2)s1	-6
NC(=O)c1ccccc1NS(=O)(=O)c1ccc(N2C(=O)CCC2=O)cc1	-9
COCCN(Cc1ccsc1)C(=O)c1ccc(C(C)(C)C)cc1	-12
CC(=NNC(=O)CC1C(=O)NN=C1C)c1cccc([N+](=O)[O-])c1 (stereo not given)	-9
CCOc1ccc(C(=O)NN=Cc2ccc(SC)cc2)cc1	0
COC(=O)/C=C1/SC(=NNC(=O)c2ccccc2)NC1=O	-3
CC(Cc1ccccc1)=NNC(=O)CNC(=O)c1ccc(Cl)cc1Cl	-1
O=C(COc1ccc(Cl)cc1Cl)OCc1cc(-c2ccc3c(c2)OCCO3)on1	-10
CC1=C(C(=O)Nc2ccccc2)[C@H](c2ccc(Cl)cc2)N2C(=O)CSC2=N1	-11
Cn1c(C(F)(F)F)nn(CCNC(=O)c2ccc(S(=O)(=O)N3CCCC3)cc2)c1=O	-12
Nc1nc(-c2ccncc2)cs1	-9
O=C(c1ccc(Br)o1)N1CC(Oc2nc3c(F)cccc3s2)C1	15
COc1ccc(SCC(=O)Nc2c3c(nn2C)CCC3)cc1	7
O=C(c1c(F)cccc1Cl)N1CCN(c2nccn2-c2cccc(Cl)c2)CC1	24
CC1CCc2noc(N)c2C1 (stereo not given)	1
Cc1cc(N(C)C)nc(NCCNC(=O)COc2nccc(C)n2)n1	-4
O=[N+]([O-])c1ccc(Nn2c(O)c(C=C3C=Nc4ccccc43)sc2=S)c([N+](=O)[O-])c1	11
COc1cc(NS(=O)(=O)c2ccc(NC(=O)CSc3nc4sc5c(c4c(=O)n3C)CCCC5)cc2)nc(OC)n1	-8
CCOC(=O)Cn1c(=NC(=O)CCCS(=O)(=O)Cc2ccccc2)sc2cc(F)ccc21	-16
CCOc1ccc(NC(=O)C(=O)NCC2CCN(Cc3ccco3)CC2)cc1	-10
COc1ccc(-n2ccnc(SCc3ccc(F)cc3Cl)c2=O)cc1OC	6
COc1ccc(C=NNC(=O)CNC(=O)/C=C/c2ccc(OC)cc2)cc1	-7
Cn1cccc1C(O)CNC(=O)c1nc2ccccc2s1 (stereo not given)	-5
CCOc1cccc2sc(N(CCCN3CCOCC3)C(=O)c3ccc([N+](=O)[O-])o3)nc12	9
CCOC(=O)C1=C(CSc2ccc(Cl)cc2)OC(=N)C(C#N)C1c1ccccc1F (stereo not given)	-11&12
Cc1c(C(=O)Nc2cc(-n3cncn3)ncn2)cnn1-c1ccccc1	0
Cc1cc(C)nc(NN=Cc2ccc3c(c2)OCCO3)n1	-11
COc1cc(CC(=O)NN=Cc2ccc([N+](=O)[O-])cc2)c([N+](=O)[O-])cc1OC	5
O=c1[nH]c(=S)c2c(n1Cc1ccco1)CCCC2	-5
C=CCN1C(=O)/C(=C/c2ccc(OC)cc2)SC1=Nc1nccs1	4
O=C(Cc1ccc(F)cc1)NCC[C@H](O)C1CC1	-4
O=C(O)c1[nH]c(=O)[nH]c(=O)c1CN1CCCC1	16
NS(=O)(=O)c1ccc(-c2ccc(/C=C3/SC(=S)N(Cc4ccco4)C3=O)o2)cc1	-3
COc1ccc(NC(=O)Cn2ccn(S(=O)(=O)c3ccc(C)cc3)c2=O)c(OC)c1	-6
COc1ccc([N+](=O)[O-])cc1C=NNC(=O)CNC(=O)c1cccc(F)c1	0
CCOc1cn(-c2ccc(F)cc2)nc1C(=O)Nc1ccc(S(N)(=O)=O)cc1	22
COC(=O)c1ccc(NC(=O)C(=O)NCCc2ccc(N3CCCC3)cc2)cc1	-23
Cc1cc2ncc3c(n2n1)CCN(C(=O)c1ccc(Cl)s1)C3	-8
Cc1nn(C(C)C)c(C)c1S(=O)(=O)NCCn1ccnc1-c1ccccn1	-6

4 compounds picked at random from those above:
SMILES	PriA SSB inh
COc1ccc([N+](=O)[O-])cc1C=NNC(=O)CNC(=O)c1cccc(F)c1	0
Cc1cc(C)nc(NN=Cc2ccc3c(c2)OCCO3)n1	-11
NS(=O)(=O)c1ccc(-c2ccc(/C=C3/SC(=S)N(Cc4ccco4)C3=O)o2)cc1	-3
COc1ccc(NC(=O)Cn2ccn(S(=O)(=O)c3ccc(C)cc3)c2=O)c(OC)c1	-6

A different layout for 3 compounds above:
| smiles | PriA SSB inh |
| --- | --- |
| CCOC(=O)C1=C(CSc2ccc(Cl)cc2)OC(=N)C(C#N)C1c1ccccc1F (stereo not given) | -11&12 |
| Cc1c(C(=O)Nc2cc(-n3cncn3)ncn2)cnn1-c1ccccc1 | 0 |
| Cc1cc(C)nc(NN=Cc2ccc3c(c2)OCCO3)n1 | -11 |

Next section
SMILES	PriA SSB inh
COC(=O)c1ccc(C(=O)NCc2nn(C)c3c2CCCC3)cc1	8
CCOc1ccccc1NC(=O)CSc1ncc(-c2cccc(Br)c2)o1	-29
Cc1cc(NC(=O)c2cc3cccnc3n(C)c2=O)ccc1Br	-24
COC(=O)c1sccc1S(=O)(=O)Nc1ccc(NC(C)=O)cc1	-7
COc1cccc(OC)c1C(=O)Nc1ccc2c(c1)N(C(=O)C(C)(C)C)CC2	-8&4
COc1ccccc1C(=O)N1CCN(c2ccc(-c3ccc(C)cc3C)nn2)CC1	-4
O=C(c1cc(-c2ccc(F)cc2)c[nH]1)N1CC(S(=O)(=O)C2CCCCC2)C1	-7
Cc1noc(C)c1CC(=O)NCc1cc(-c2ccco2)on1	-12
CS(=O)(=O)C1CCN(C(=O)C2(c3ccccc3)CCOCC2)CC1	-30
O=[N+]([O-])c1cc(C=NN2CCCCC2)ccc1Cl	43*
O=C(CCc1ccccc1)Nc1nnc(SCC(=O)Nc2nc3ccccc3s2)s1	-1
COC(=O)c1ccccc1NC(=O)CSc1nccc(N2CC(C)CC(C)C2)n1 (stereo not given)	-12
Cn1c(CN2CCN(CC(=O)Nc3nc4ccccc4s3)CC2)nc2ccccc21	9
COC1(CNC(=O)Cc2ccccc2Cl)Cc2ccccc2C1	2
NS(=O)(=O)c1ccc(NC(=O)/C=C/c2cccc([N+](=O)[O-])c2)cc1	-9
COc1ccc2c(=O)c(Oc3ccc(C(=O)NC4CC4)cc3)c(C)oc2c1	1
CCn1c(SCC(=O)NN=Cc2c[nH]c3ccccc23)nnc1-c1ccc(C)cc1	-2
CO[C@@H](CNC(=O)COc1ccc(Cl)cc1)c1ccco1	-4
COc1ccc(C(=O)N(C)C2(C)CCS(=O)(=O)C2)cc1 (stereo not given)	0
O=C(c1ccc2noc(-c3ccccc3)c2c1)N1CCc2ncncc2C1	6
CN(C)CCCNCCCNC(=O)C=NO	-7
O=C(c1ccsc1)N1CC(S(=O)(=O)c2ccc(Cl)cc2)C1	-17
Cc1csc2nc(-c3cccc(NC(=O)c4cc5ccccc5oc4=O)c3)cn12	0
COc1ccc(OC)c(C=NNC(=S)NCCc2ccccc2)c1	-8
CCOc1ccc(NS(=O)(=O)c2cccc(C(F)(F)F)c2)cc1	-27
O=C(Nc1ccc(-c2nc3ccccc3[nH]2)cc1)c1ccc([N+](=O)[O-])s1	7
NS(=O)(=O)c1ccc(CCn2c3c(c(=S)[nH]c2=O)CCC3)cc1	13
COc1ccc(S(=O)(=O)N(Cc2ccoc2)Cc2cccs2)cc1Cl	5
O=C(Nc1ccc([N+](=O)[O-])cc1)c1oc2ccccc2c1NC(=O)c1cc2ccccc2oc1=O	0
COc1ccc(-c2cnc(SC)n2Cc2ccccc2)cc1	85
CSc1ncccc1C(=O)N1CCC(CNC(=O)c2ccc(Br)o2)CC1	-10
O=C(NCCn1ncc2c(=O)n(Cc3ccc(Cl)cc3)cnc21)C1CC(=O)N(c2ccc(F)cc2)C1 (stereo not given)	0
Cc1cc(SCC(=O)NCc2ccco2)nc2ccccc12	4
COc1ccc(OC)c(-c2nnc(SCC(=O)Nc3ccc(OC(F)(F)F)cc3)o2)c1	-8&12
O=C(NCCOc1ccc(-c2ccc(F)cc2)nn1)c1ccc2ccccc2c1	1
C#CCn1c(=NC(=O)c2ccn(C)n2)sc2cc(CC)ccc21	1
CC(=O)c1ccc(NC(=O)CSc2ccc(-c3sc(-c4cccnc4)nc3C)nn2)cc1	5
O=C(Cc1cccs1)NCc1nn(CCN2CCCC2)c(=O)c2ccccc12	1
CC(=O)c1cccc(S(=O)(=O)N2CC(S(=O)(=O)C3CCCCC3)C2)c1	-17
CC(=NNC(=O)c1ccccc1O)c1ccc(N2C(=O)C3CCCCC3C2=O)cc1 (stereo not given)	-1
CS(=O)(=O)Nc1cccc(NC(=O)C2CN(C(=O)c3ccc4c(c3)OCO4)C2)c1	-6
Cc1ccc(C=NNC(=O)CNC(=O)c2cccc([N+](=O)[O-])c2C)o1	-9
COc1cc(S(=O)(=O)Nc2ccc(C(=O)O)cc2)c(C)cc1C	-18&-17
O=C(Nc1ccc(S(=O)(=O)Nc2nccs2)cc1)c1cc2n(n1)CCCO2	-1
N#C/C(=C\c1ccc(OCc2ccccc2)c(OCc2ccccc2)c1)c1nc(-c2ccc3c(c2)OCO3)cs1	-7
O=S(=O)(c1ccccc1)N1CCN(Cc2nc(-c3ccccc3)cs2)CC1	4
Cc1nc2ccccn2c1C(=O)N1CCC[C@H](Cc2nc(-c3ccccc3F)no2)C1	-14
COc1ccc(OC)c(S(=O)(=O)N2CCN(C(=O)c3cnn4ccccc34)CC2)c1	-8
COC(=O)c1ccc2c(=O)n(CCN3CCN(c4cccc(Cl)c4)CC3)c(=S)[nH]c2c1	12
O=C(Nc1ccc2c(c1)OCO2)N1CCN(Cc2nc(-c3cccs3)cs2)CC1	19
O=C(Nc1cccc(Cl)c1)Nc1cccc(-c2ccc3nncn3n2)c1	-2
Cc1c(CC(=O)N2C[C@H]3C[C@H](C2)c2cccc(=O)n2C3)c(=O)oc2c(C)c(O)ccc12	2
COc1ccc(NC(=O)c2c[nH]c(=O)n(Cc3ccccc3F)c2=O)c(OC)c1	-9
COC(=O)c1ccc(NC(=O)Cn2cnc3c(-c4ccc(Cl)cc4)csc3c2=O)cc1	-1
CCOc1cc(-c2nnc(NC(=O)c3ccccc3)o2)cc(OCC)c1OCC	12
CCOc1ccccc1NC(=O)c1ccc(=O)[nH]n1	3
CC(=O)NS(=O)(=O)c1ccc(NC(=O)c2ccc(COc3cccc4c3OC(C)(C)C4)cc2)cc1	-4
O=C(CCn1c(=O)oc2ccc(Cl)cc21)N1CCN(C(=O)c2ccco2)CC1	-8&1
O=c1c2ccccc2c2ccccc2c(=O)n1-c1cccc2ccccc12	5
Cc1cc(NC(=O)c2ccc(S(=O)(=O)N(C)C)cc2)n(-c2nc3c(cnn3-c3ccc(C)c(C)c3)c(=O)[nH]2)n1	-16
CCCCOC[C@@H](O)Cn1cnc2ccccc21	0
Nc1nc(-c2cc(Cl)ccc2Cl)cs1	2

Part of the list above, set out differently.
Structure | PriA SSB inh
COc1ccc(NC(=O)c2c[nH]c(=O)n(Cc3ccccc3F)c2=O)c(OC)c1 | -9
COC(=O)c1ccc(NC(=O)Cn2cnc3c(-c4ccc(Cl)cc4)csc3c2=O)cc1 | -1
CCOc1cc(-c2nnc(NC(=O)c3ccccc3)o2)cc(OCC)c1OCC | 12
CCOc1ccccc1NC(=O)c1ccc(=O)[nH]n1 | 3
CC(=O)NS(=O)(=O)c1ccc(NC(=O)c2ccc(COc3cccc4c3OC(C)(C)C4)cc2)cc1 | -4

A portion of the library. The share of hits here may be higher or lower than overall.
